Bioassay records: PubChem, National Center for Advancing Translational Sciences (NCATS)
IMPase cell inh = IMPase inhibition in cells | 120,000 tested, under 10 active | CHO-M1 cells, IP1 accumulation, HTRF TR-FRET ratio | inhibition (IP1 accumulation), % at 46.1 µM; active = well fitted curve in the direction sought with a large enough effect in the signal ratio, not every such curve was filed as active; inconclusive = small, poorly fitted or top-dose-only effect, or a change in a side signal; inactive = no such curve, though single readings can be large or run the other way; the % refers to the signal ratio;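 also: cells stimulated with carbachol in lithium chloride buffer; plate controls were DMSO basal wells for no effect and reference inhibitor wells for full effect; higher means more IMPase inhibition seen as more IP1 and lower FRET ratio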
Target sequence (P97697 whole entry, looked up): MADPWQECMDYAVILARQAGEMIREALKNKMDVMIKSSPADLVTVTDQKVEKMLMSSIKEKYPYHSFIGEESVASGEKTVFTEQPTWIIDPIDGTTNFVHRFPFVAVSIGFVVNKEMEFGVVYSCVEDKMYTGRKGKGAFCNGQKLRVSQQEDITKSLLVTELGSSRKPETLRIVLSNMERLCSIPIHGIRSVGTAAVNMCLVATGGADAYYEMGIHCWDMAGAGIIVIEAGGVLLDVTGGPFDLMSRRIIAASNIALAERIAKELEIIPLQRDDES
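CHO-M1, 2000 cells/well, cultured 16–30 h; cpd up to 46 uM; carbachol (50 uM solution, stimulation buffer w/ 50 mM LiCl, pH 7.4), 30 min 37C; IP-One TR-FRET, 10 min RT; Ex 320/Em 665, 620; Hill-fit AC50.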
ALOX15B inhib = inhibitors of human 15-lipoxygenase 2 (ALOX15B). O15296. purified 15hLO-2, xylenol orange hydroperoxide absorbance. Potency, µM (series often up to 57.1 µM), for inactives: at the top dose activity change, negative = inhibition, actives largely listed as inhibitors. 110,000 compounds, 0.56% hits; also: potency is read from the fitted curve at half-maximal effect; nearly all actives have a fitted effect of over 60% in size; many of its hits are not listed in these tables
Target sequence (O15296 whole entry, looked up): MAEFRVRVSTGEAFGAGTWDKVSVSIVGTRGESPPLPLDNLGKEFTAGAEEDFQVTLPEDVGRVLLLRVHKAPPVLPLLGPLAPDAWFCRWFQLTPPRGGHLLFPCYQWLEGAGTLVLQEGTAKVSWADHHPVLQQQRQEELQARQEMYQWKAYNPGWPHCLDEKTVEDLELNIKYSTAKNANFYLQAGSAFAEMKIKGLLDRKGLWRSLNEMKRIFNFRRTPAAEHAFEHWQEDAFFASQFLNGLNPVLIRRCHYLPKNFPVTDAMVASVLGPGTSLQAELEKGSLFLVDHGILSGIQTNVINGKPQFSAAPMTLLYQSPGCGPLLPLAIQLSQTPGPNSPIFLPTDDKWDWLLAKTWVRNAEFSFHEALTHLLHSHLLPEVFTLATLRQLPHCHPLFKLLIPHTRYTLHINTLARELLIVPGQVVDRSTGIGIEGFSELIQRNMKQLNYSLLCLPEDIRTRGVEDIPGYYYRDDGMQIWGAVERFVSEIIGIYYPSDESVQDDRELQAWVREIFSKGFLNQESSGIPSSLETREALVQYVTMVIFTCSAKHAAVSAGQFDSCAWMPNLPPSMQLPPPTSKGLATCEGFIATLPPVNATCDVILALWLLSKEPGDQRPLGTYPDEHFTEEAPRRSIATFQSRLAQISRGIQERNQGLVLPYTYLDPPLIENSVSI
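Purified human 15hLO-2 (50 nM final) preincubated with compounds 15 min at room temperature in 25 mM Hepes pH 7.5, 0.01% Triton X-100, then 45 uM arachidonic acid added for 90 min; hydroperoxide detected via ferrous/xylenol orange, 573/405 nm absorbance ratio.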
PNC assembly inh = blocks assembly of the perinucleolar compartment; 140,000 compounds, 3.1% hits; PC3M PTB-GFP, PNC prevalence imaging, 16 h; active compounds read low; activity change (PNC), negative = inhibition, % at 10 µM;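 active = readout at or below -70, meaning at least 70% loss of cells showing the perinucleolar compartment, a nuclear body marking cancer cells; inconclusive = readout between -30 and a set limit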;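 also: plate controls were DMSO wells for no effect and camptothecin positive control wells for full effect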
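Compounds are pinned in duplicate onto adhered PC3M cells stably expressing GFP-tagged PTB and incubated 16 h at 37 C. Cells are then fixed, nuclei stained with Hoechst, and PNC-positive cells counted.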
12-hLO inh = blocks human 12-lipoxygenase activity | AID 1452 | Potency, µM (top dose mostly 57.1 µM), without a hit: at the top dose activity change, negative = inhibition, most hits filed as inhibitors | 150,000 compounds, 0.12% hits | purified 12-hLO, xylenol orange hydroperoxide absorbance | P18054; also: potency is read from the fitted curve at half-maximal effect; nearly all actives have a fitted effect of over 55% in size; many of its hits are not listed in these tables
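Xylenol orange chromogenic assay: hydroperoxide from 12hLO oxidises Fe(II), giving red-shifted Fe(III)-XO absorbance. Conditions: 150 nM enzyme, 40 uM arachidonic acid, 25 mM Hepes pH 7.0, 0.01% Triton X-100, 30 min, room temperature.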
* = called active by the depositor; ? = inconclusive; · = no result given; [ ] = remark or other dose. Unless noted, calls follow the shape of the dose curve; as a rule, active = well fitted curve in the direction sought with a large enough effect; inconclusive = small, poorly fitted or top-dose-only effect, or another doubt; inactive = no such curve, though single readings can be large; an effect the other way counts as inactive or inconclusive. Unless noted, % is scaled to controls: 0 for no effect and ±100 for the full control effect. This is a subset; rates above refer to the full screens.

SMILES	IMPase cell inh	ALOX15B inhib	PNC assembly inh	12-hLO inh
Cn1cccc1C(=O)NC(=O)COC(=O)Cc1coc2ccc3ccccc3c12	?	-23%	-18	-13%
CCOc1cccc(N2C(=O)CC(NCc3ccc(S(N)(=O)=O)cc3)C2=O)c1 (stereo not drawn)	-8	-13%	11	6%
CCOC(=O)c1cc(-c2ccccc2)sc1NC(=O)CC	-4	·	-16	-7%
c1ccc(-c2noc(C34CC5CC(CC(C5)C3)C4)n2)cc1	3	8%	-19	-1%
O=C(Cc1ccccc1Cl)NNC(=O)Nc1ccccc1	·	·	28	1%
Cc1c(Cl)cccc1NC(=O)CCN1CCCC(C)C1 (stereo not drawn)	8	13%	17	2%
COc1ccc(NS(=O)(=O)c2cc(NC(=O)c3cccc(OCc4c(C)noc4C)c3)ccc2OC)cc1	·	·	-4	-3%
O=c1[nH]c2ccc(S(=O)(=O)N3CCN(c4ccccc4F)CC3)cc2s1	8	-14%	?	-11%
COc1ccc(NC(=O)c2ccc(NC(=O)COC(=O)CC(NC(=O)c3ccccc3Cl)c3ccccc3)cc2)cc1 (stereo not drawn)	·	·	-3	-5%
COc1ccc(NC(=O)CN2CCC(Cc3ccccc3)CC2)cc1S(=O)(=O)N1CCOCC1	·	·	70	2%
CC1CC1C(=O)OCC(=O)Nc1ccc(N=Nc2ccccc2)cc1 (stereo not drawn)	-5	·	?	-6%
Nc1ccc(-c2ccc3ccccc3n2)cc1	-10	-8%	·	-8%

Filtered by structure, the entries above containing a halogen (4)
SMILES	IMPase cell inh	ALOX15B inhib	PNC assembly inh	12-hLO inh
O=C(Cc1ccccc1Cl)NNC(=O)Nc1ccccc1	·	·	28	1%
Cc1c(Cl)cccc1NC(=O)CCN1CCCC(C)C1 (stereo not drawn)	8	13%	17	2%
O=c1[nH]c2ccc(S(=O)(=O)N3CCN(c4ccccc4F)CC3)cc2s1	8	-14%	?	-11%
COc1ccc(NC(=O)c2ccc(NC(=O)COC(=O)CC(NC(=O)c3ccccc3Cl)c3ccccc3)cc2)cc1 (stereo not drawn)	·	·	-3	-5%

Further compounds
SMILES	IMPase cell inh	ALOX15B inhib	PNC assembly inh	12-hLO inh
CC(=O)Nn1cnc2c(c1=O)C1(CCCCC1)Cc1ccccc1-2	1	-5%	16	-2%
COc1cc(C(C(=O)NC(C)(C)C)N(C(=O)CNC(=O)c2cccs2)c2ccccc2)cc(OC)c1OC (stereo not drawn)	5[1.84 µM]	12%[11.4 µM]	?	3%
Cc1ccc(N(O)C(=O)OCCNC(=O)Nc2ccccc2)cc1	2	-16%	10	-6%
CCCCCCc1nnc(NC(=O)OCC)s1	-10	-10%	?	2%
O=C(c1ccco1)N1CCN(c2ccc(Cl)cc2)CC1	-6	1%	?	-3%
CCn1c(SCC(=O)Nc2nc(C)cs2)nnc1-c1ccco1	-4	9%[2.29 µM]	?	-3%
CC(=O)Nc1ccccc1C(=O)C(=O)Nc1ccc(F)cc1	-2	-3%	28	4%
O=C(c1ccccc1)c1ccncc1	2	2%	2	-4%
COc1ccc(NCCNc2ccc(OC)cc2)cc1	10	-29%	-27	0%
Cc1ccc(NC(=O)c2cccc(NC(=O)/C=C/c3ccco3)c2)cc1C	-3	·	24	-3%
COC(=O)c1c(NC(=O)c2nc3ccccc3s2)sc2c1CCN(C(C)=O)C2	9	-22%	35	5%
NC(=O)C[C@@H]1NC(=O)CNC(=O)c2cc([N+](=O)[O-])cc(I)c2NCCC(C(N)=O)NC1=O (stereo partly drawn)	·	·	?	-10%
Cc1nnc(SCc2cc(=O)oc3cc(O)ccc23)n1Cc1ccccc1	·	·	54	2%
NC(=O)c1ccccc1N/C=C/C(=O)c1ccco1	-6	8%[2.29 µM]	?	-2%
N#CC1=C(N)C(C#N)(C#N)C(c2ccc[nH]2)C2CCCC=C12 (stereo not drawn)	8	-8%	-9	-16%
CCOc1ccc2c(c1)sc(N)[n+]2Cc1cc(C)cc2cccnc12	21	·	-85*	-1%
COc1cc(/C=N/n2nnnc2Nc2ccccc2)cc(OC)c1OC	·	·	41	-2%
COc1ccc2[nH]cc(CCNC(C)=O)c2c1	10	-7%	·	-3%
Cc1n[nH]c(C)c1S(=O)(=O)N1CCN(c2ccccn2)CC1	-8	3%	?	0%
COc1ccc(CC(=O)NCC2(c3ccc(OC)c(OC)c3)CCOCC2)cc1	5	7%	4	-1%
O=C(O)/C=C/C(=O)Nc1ccccc1-c1ccccc1NC(=O)/C=C/C(=O)O	·	·	35	0%
O=C(N/N=C/c1ccc(OCC(=O)N2CCCCC2)cc1)c1ccccc1	5	7%	-4	0%
O=C(Cc1ccccc1)Nc1ccc(C(=O)NCC2COc3ccccc3O2)cc1 (stereo not drawn)	2	·	12	3%
CCN(CC)S(=O)(=O)c1ccc(N2CCCC2)c(NS(=O)(=O)c2ccc(F)cc2)c1	·	·	?	-4%
CN(C)S(=O)(=O)c1ccc(Cl)c(NC(=O)COc2ccccc2[N+](=O)[O-])c1	·	·	3	2%
Cc1ccc(-n2c(SCC(=O)Nc3cccc(S(=O)(=O)NC4=NCCCCC4)c3)nc3ccccc3c2=O)cc1C	7	·	?	-3%
Cc1nn(Cc2c(F)c(F)c(F)c(F)c2F)c(C)c1NC(=O)c1cccc(COc2ccccc2Cl)c1	0	-2%	22	0%
Cc1ccc(C(=O)Nc2ncc(Cc3ccc(F)cc3)s2)o1	-1	52%[activator]	-29	-22%
O=C(N1CCOCC1)N1CCC(c2nc(-c3ccc(S(=O)(=O)N4CCOCC4)cc3)no2)CC1	-2	0%	0	?
CC(C)(C)Nc1c(N)c(=O)oc2ccccc12	14	·	2	3%
COc1cccc(C(=O)/C=C/c2ccc(OCC#N)c(OC)c2)c1	·	·	20	-5%
O=C(OC1CCOC1=O)c1cc(-c2ccccc2)nc2ccccc12 (stereo not drawn)	-12	6%	6	-9%
Cc1occc1-c1nnc(SCC(=O)N2CCCc3ccccc32)n1Cc1ccco1	?	-16%	-8	1%
O=C(Nc1ccc(F)cc1)N1CCOCC1	-2	-2%	?	3%
COc1ccccc1N1CCN(C(=O)c2ccccc2Oc2ccccc2)CC1	9	-8%	?	-14%
Cn1cc(S(=O)(=O)N2CCN(C(=O)c3ccco3)CC2)c(=O)n(C)c1=O	-4	-2%	-23	1%
Cc1csc(NC(=O)C2CCCN(S(=O)(=O)c3ccc4c(c3)oc(=O)n4C)C2)n1 (stereo not drawn)	10	11%	-10	-7%
CC(C)OC(=O)c1sc2nc(-c3ccccc3)ccc2c1N	?	-7%	-100*	-11%
CC(N)CN (stereo not drawn)	·	-4%	·	-1%
COc1cc(C(=O)Nc2nc(-c3cc(C)ccc3C)c(C)s2)ccc1OCC(=O)Nc1ccc(F)cc1	0	·	26	3%
Cc1cc(C)nc(CC(N)=O)n1	-3	-8%	-25	0%
C#CCSc1nc2ccccc2n1C(=O)c1ccc(S(=O)(=O)N2CCCCC2)cc1	·	·	26	-1%
COc1cc2c(C#N)c(N3CCCCC3)nc(N)c2c(N)n1	-16	7%	-19	1%
CCC(=O)Oc1ccc(C(=O)Nc2c[nH]c(=O)[nH]c2=O)cc1	·	·	?	0%
Nc1ccn([C@@H]2O[C@H](COC(=O)C34CC5CC(CC(C5)C3)C4)[C@@H](O)[C@@H]2O)c(=O)n1	·	3%[11.4 µM]	·	2%[11.4 µM]
Cc1cc(C)n(-c2nc(C)nc3sc4c(c23)CCC(C)C4)n1 (stereo not drawn)	-9	0%	28	3%
O=C1c2ccccc2C(=O)N1Cc1ccc2c(c1)OCO2	11	5%	4	-19%
CC1(C)Cc2c(c(-c3ccccc3)[nH]c(=O)c2C#N)CO1	-10	2%	?	0%
COc1cccc(-n2c(SCC(=O)Nc3sc4c(c3C(N)=O)CCC4)nc3ccccc3c2=O)c1	9	24%	68	-9%
COC(=O)c1ccc(C(=O)OC)c(NC(=O)CS(=O)(=O)Cc2ccccc2)c1	-1	9%	30	0%
CCNc1c(N)c(=O)oc2ccccc12	8	-10%	7	-27%
COc1cc(/C=N/Nc2ccc(F)cc2F)cc(OC)c1OC	0	·	-25	-14%
Cc1cc(C)c(C#N)c(SCc2ccccc2C)n1	·	·	-21	-5%
CC1CN(C(=O)C(Sc2ccccc2)c2ccccc2)CC(C)O1 (stereo not drawn)	-9	·	3	-1%
COC(=O)c1[nH]nc(C(=O)OC(C)(C)C)c1-c1ccccc1	·	·	?	1%
c1ccc(N2CCN(c3ncccn3)CC2)cc1	0	3%	22	-5%
OC/C(Br)=C(\Br)CO	·	-3%	·	-1%
CCOC(=O)c1cccc(NC(=O)/C=C/c2ccc([N+](=O)[O-])cc2)c1	·	·	?	0%
C[C@H]1CC[C@H]2C(=O)N[C@H](Cc3ccccc3)C(=O)N2[C@@H]1c1ccccc1	·	·	?	-1%
C/C(=N\NC(=O)C(C)n1nc(C)c([N+](=O)[O-])c1C)c1ccccc1O (stereo not drawn)	·	·	37	-5%

Continuation:
SMILES	IMPase cell inh	ALOX15B inhib	PNC assembly inh	12-hLO inh
CCOC(=O)N1CCC(N(CCN(C)C)C(=S)Nc2ccccc2C)CC1	8	·	-18	0%
CC(=O)Nc1ccc(S(=O)(=O)NCc2ccc(C)cc2)cc1	0	-1%	-110*	6%
CNS(=O)(=O)c1cnccc1N1CCN(c2cccc(C(F)(F)F)c2)CC1	5	9%	-4	1%
CS(=O)(=O)Nc1ccc(Br)cc1C(=O)c1ccccc1	-2	-6%	-84*	-2%
Cc1c(F)cccc1NC(=O)CSCC(=O)Nc1ccccc1	-2	0%	32	4%
Cc1ccsc1CN1CCN(c2ccccn2)CC1	9	-14%	?	4%
O=C(c1ccc(F)cc1)N1CCN(c2cc(=O)[nH]nc2-c2ccccc2)CC1	-5	-5%	31	0%
O=C(Oc1nsnc1N1CCOCC1)N1CCOCC1	7	-4%	10	-4%
COc1ccc2[nH]c(=O)c(CN(C)C(=O)C3CCCCC3)cc2c1	-6	-10%	?	4%
CC(C)N1C(=O)S/C(=C/c2ccc(Sc3nc4ccccc4[nH]3)o2)C1=O	14	·	?	-8%
O=C(Nc1ccc(Cl)cc1)[C@@H]1[C@@H]2C(=O)N(c3ccc(Cl)cc3Cl)C(=O)[C@@H]2[C@H]2C=CC=NN21	6	-18%	-6	?
CC(Cl)C(=O)c1c(N)n(C)c(=O)n(C)c1=O (stereo not drawn)	?	-4%	-14	2%
CC(C)c1ccc(NS(=O)(=O)c2ccc3[nH]cc(C(=O)N4CCC(C(N)=O)CC4)c(=O)c3c2)cc1	-7	-9%	-7	-9%
Cc1ccc(C)c2[nH]c(=O)c(CCNC(=O)CC(C)(C)C)cc12	4	·	83	4%
Cc1cc(C)nc(N2CCC(C(=O)NCCc3ccccc3)CC2)n1	5	-2%	?	3%
Cc1cc(C)c2nc(SCC#N)cc(C)c2c1	1	4%	-19	-3%
Oc1ccc(C=Nc2ccccc2-c2nc3ccccc3[nH]2)cc1	-3	·	?	-7%
Cc1noc(C)c1COC(=O)CCCc1c[nH]c2ccccc12	2	-11%	6	-6%
O=C(c1ccccc1)N1CCN(C2CCCCC2)CC1	-8	·	9	-1%
N#CCCNCC1(c2ccccc2)CCCC1	-1	5%[2.29 µM]	36	11%
CC(=O)Nc1sc(/C(C#N)=C\c2cccc(Cl)c2)nc1-c1ccc(C)cc1	·	·	3	2%
COc1cc(O)oc1C=Nc1ccc(Cl)cc1Cl	-2	-10%	77	-8%
COc1ccc(C(CNc2ccc(S(=O)(=O)N3CCCC3)cc2[N+](=O)[O-])N2CCCC2)cc1 (stereo not drawn)	·	·	?	-4%
Cc1cc(N/N=C\c2ccccc2)nc(-c2ccccc2O)n1	13	·	-6	-2%
O=C(NCc1ccncc1)Nc1ccc(Cl)cc1Cl	-1	35%[activator]	110	-5%
COc1ccc(-n2nnnc2SCC(=O)N2C(C)CCCC2C)c(OC)c1 (stereo not drawn)	4	3%	10	-7%
Cc1ccc2c(Cl)c(C(=O)Nc3ccc4c(c3)OCO4)sc2c1	·	·	?	-3%
